3T3 cytotox: cytotoxic compounds in NIH 3T3 cells. 4.3% of 94,000 active. NIH 3T3 viability, CellTiter-Glo ATP luminescence, 48-72 h. Potency, µM (series often up to 96.7 µM), inactives show at the highest dose activity change, negative = cytotoxicity, most hits filed as inhibitors; further: potency means the concentration at half of the fitted maximal effect; nearly all actives have a fitted effect of over 55% in size
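Cytotoxicity is measured as loss of cellular ATP: NIH 3T3 cells (400/well) are exposed to compound for 48 or 72 hr at 37 °C, then CellTiter-Glo luminescence is imaged after 10 min at room temperature.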
SNCA viab count: counter-screen for SNCA expression inhibitors: cell viability. HEK-293-SNCA-luc viability, GF-AFC fluorescence, 24 h. Potency, µM (top dose mostly 57.1 µM), for inactives: top-dose activity change, negative = cytotoxicity, most hits filed as cytotoxic. 0.12% of 150,000 active;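 further: potency means the concentration at half of the fitted maximal effect; 0% = DMSO-treated cells and -100% = medium-only wells without cells; nearly all actives have a fitted effect of over 30% in size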
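Cytotoxicity counterscreen: after 24 h compound treatment of genome-edited SNCA-luciferase HEK-293 cells, live-cell protease substrate GF-AFC read by fluorescence after 30 min; activity scaled between DMSO (0%) and medium-only (-100%), curves Hill-fitted.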
SNCA expr inh: reduces expression of the alpha-synuclein gene. HEK-293 SNCA-luciferase knock-in, luminescence, 24 h. Potency, µM (doses to about 57.2 µM), without a hit: top-dose activity change, negative = inhibition, most hits filed as inhibitors. 0.17% of 140,000 active. AID 1671194;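 further: potency means the concentration at half of the fitted maximal effect; plate controls were DMSO cells for no effect and cell-free wells for full effect; nearly all actives have a fitted effect of over 45% in size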
FLuc inh: inhibitors of firefly (Photinus pyralis) luciferase; AID 1347043; 2.5% of 76,000 active; purified P. pyralis luciferase, luminescence, biochemical; Potency, µM (titrated, usually from 115 µM), for the others: top-dose activity change, negative = inhibition, actives largely listed as inhibitors; P08659; further: potency means the concentration at half of the fitted maximal effect; nearly all actives have a fitted effect of over 65% in size
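Purified 10nM P. pyralis luciferase with 10uM D-luciferin and 10uM ATP in 50mM Tris acetate pH 7.5, 10mM Mg acetate, 0.01% Tween-20, 0.05% BSA. qHTS titration; luminescence read by CCD imager.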
HEK cytotox: HEK 293 cell cytotoxicity; HEK 293 viability, ATP luminescence (CellTiter-Glo), 48-72 h; Potency, µM (series often up to 115 µM), for inactives: at the top dose activity change, negative = cytotoxicity, hits mostly inhibitors; 6.6% of 94,000 active; AID 1345083; further: potency means the concentration at half of the fitted maximal effect; nearly all actives have a fitted effect of over 60% in size
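Pintool-delivered compounds were incubated with HEK 293 cells (250 cells/well) at 37 degree Celsius for 48 or 72 hr. ATP-dependent luminescence (CellTiter-Glo) then reported remaining viable cells.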
IP6K1 inh: inhibitors of human IP6K1 | Q92551 | IP6K1 kinase, ADP-Glo luminescence, 2 h; active compounds read low | activity change, % (series mostly up to about 58 µM) | 0.81% of 140,000 active | AID 1645851; in the data active means activity change below about -25%
Target sequence (Q92551 whole entry, looked up): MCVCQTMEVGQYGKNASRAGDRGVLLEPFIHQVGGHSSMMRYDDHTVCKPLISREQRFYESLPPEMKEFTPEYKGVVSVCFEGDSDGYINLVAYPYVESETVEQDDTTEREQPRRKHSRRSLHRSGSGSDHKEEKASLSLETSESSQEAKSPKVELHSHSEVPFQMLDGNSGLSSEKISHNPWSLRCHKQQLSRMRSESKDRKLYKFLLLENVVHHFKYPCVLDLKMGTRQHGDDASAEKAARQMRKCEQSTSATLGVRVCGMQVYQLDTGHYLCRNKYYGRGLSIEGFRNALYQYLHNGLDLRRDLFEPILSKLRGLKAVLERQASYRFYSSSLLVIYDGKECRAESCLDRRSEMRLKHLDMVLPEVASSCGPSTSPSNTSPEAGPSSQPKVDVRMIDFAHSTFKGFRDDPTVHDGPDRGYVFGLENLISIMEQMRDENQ
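ADP-Glo luminescence measures ADP made by human IP6K1 during a 2 h RT reaction with ATP/IP6 (mix at 1.3 mM/130 uM); top library doses 57.5 and 19.1 uM final.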
GPT2 inh: GPT2 alanine aminotransferase inhibition; Potency, µM (titrated, usually from 57.7 µM), without a hit: at the highest dose activity change, negative = inhibition, actives largely listed as inhibitors; 0.25% of 100,000 active; Recombinant GPT2, coupled pyruvate oxidase/HRP Amplex Red fluorescence; further: potency means the concentration at half of the fitted maximal effect; nearly all actives have a fitted effect of over 60% in size; many of its hits are not listed in these tables
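Inhibition is scored from Amplex Red fluorescence generated when pyruvate oxidase and HRP act on pyruvate released by GPT2. Reactions contain 10ng/uL enzyme, 250uM a-KG and 2mM L-alanine and run 30 min at room temperature.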
* = called active by the depositor; i = inactive; u = inconclusive; x = not tested or not shown; [ ] = dose if it differs, or a comment. Unless noted, the call rests on the fitted dose curve; in most records, active means well fitted curve in the direction sought with a large enough effect; inconclusive means small, poorly fitted or top-dose-only effect, or another doubt; inactive means no such curve, though single readings can be large; an effect the other way counts as inactive or inconclusive. Unless noted, on the % scale 0 is the no-effect control and ±100 the full control effect.

SMILES	3T3 cytotox	SNCA viab count	SNCA expr inh	FLuc inh	HEK cytotox	IP6K1 inh	GPT2 inh
CCc1ccc(NC(=O)c2ccc(CN3C(=O)NC4(CCOCC4)C3=O)cc2)cc1	u	-10.2%	40.1%[activator]	12.6µM*	u	13.3	i
CCN1CCN(C(=O)c2ccc3nc(-c4cccnc4)oc3c2)CC1	1.5%	2.5%	0.2%	x	0.9%	-9.5	i
CC(C)Oc1ccccc1CN1C[C@@H](CO)[C@H](c2ccncc2)C1	u	1.8%	u	4.9%	39.8µM*	3.0	-2.9%
COC(=O)C1=C(C)N=C2SC=C(CC(=O)NCC3CCCO3)N2C1c1cccc(OC)c1 (stereo unspecified)	2.6%	-1.1%	-9.4%	3.4%	i	-3.5	2.7%
COc1ccc(-c2nc(SCC(=O)Nc3ccc4c(c3)OCO4)c(-c3ccccc3)[nH]2)cc1	x	-19.3%	-8.4%	x	x	-3.6	x
CCc1nc(NCc2cn[nH]c2-c2ccc(Cl)cc2)c2cnn(C)c2n1	44.7µM*	0.7%	u	-5.7%	u	5.9	-3.3%
CN1CCC(N2CCC[C@H]2c2nc(-c3ccc(OC4CCCCC4)nc3)no2)CC1	28.2µM*	-20.3%[87.6 µM]	-15.6%[87.6 µM]	-18.4%[172 µM]	28.2µM*	7.6	1.9%[88.5 µM]
O=C1CCN(Cc2ccncc2)CCCC(C(=O)Nc2ccccc2CCc2ccncc2)CCN1 (stereo unspecified)	3.1%	-2.4%	9.1%	0.5%	4.4%	-1.7	i
Cc1ccc(C(=O)N2CCC(OC3CCN(C)CC3)CC2)cc1C	-3.5%	13.2%	-4.9%	-1.9%	-6.6%	9.6	3.0%
COc1ccc(-c2cc(N3CCCC(NC(=O)c4cccc5[nH]ccc45)C3)n[nH]2)cc1 (stereo unspecified)	35.5µM*	u	6.1%	14.1µM*	44.7µM*	2.1	u
COc1cc(NC(=O)c2ccc3c(c2)N(C)C2CCCCCN2C3=O)cc(OC)c1 (stereo unspecified)	u	1.1%[12.5 µM]	33.4%[activator]	u	u	-0.1	i
CC/C=C\C(O)C(O)C1=C(C)C(=O)C2(O1)C(=O)NC(OC)(C(=O)c1ccccc1)C2O (stereo unspecified)	x	-5.6%[23.9 µM]	x	x	x	-9.4	2.6%[27.3 µM]
CC(=O)N1CCCC1c1nc2ccccc2n1Cc1cccc(C)c1 (stereo unspecified)	x	-11.4%	7.4%	x	x	8.0	x
C[C@@]12CC[C@H]3O[C@H](COc4ccccc4)OC[C@@]3(C)C1CC[C@@H](O)C2CC(=O)N1CCCC1 (stereo partly specified)	u	-0.5%	-12.9%	-8.9%	u	-1.7	1.3%
Cc1ccc(C(=O)NC2CCN(c3cc(C(F)(F)F)ncn3)CC2)s1	u	-26.1%	-21.7%	-0.3%	u	2.3	0.2%
CCOc1cccc(CN2CC(Oc3ccc(-c4noc(COC)n4)cc3)C2)c1	u	10.0%	4.2%	0.0%	u	4.7	i
CCOc1ccc2c(n1)CCN(C(=O)Cc1ccc(C)cc1)C2	u	6.8%[12.5 µM]	51.0%[activator]	-2.6%	u	10.1	i
CCCCC(=O)OCC(=O)[C@H]1[C@H](C)C[C@H]2[C@@H]3C[C@H](F)C4=CC(=O)C=C[C@]4(C)[C@@]3(F)[C@@H](O)C[C@@]21C	x	-8.5%[23.9 µM]	-31.6%[25.6 µM]	x	x	9.7	-8.4%
CCCCc1nnc(SCc2cc(=O)c3cc(F)ccc3[nH]2)n1C	x	-7.1%	1.7%	x	x	6.7	x
COC(=O)CN1C(=O)[C@@H]2C[C@@H](O)CN2C2(CN(Cc3ccccc3Cl)C2)C1=O	i	0.9%[87.6 µM]	-3.1%[87.6 µM]	4.2%[172 µM]	i	-11.7	i
O=C(c1cccc(Cl)c1)N1CCC2(CC1)C(=O)NCN2Cc1ccc(Cl)cc1	-19.8%	23.0%	7.2%	1.5%	-1.1%	4.1	i
COc1cc(C(=O)OCc2cc(=O)n3nc(C(C)C)sc3n2)cc(OC)c1OC	x	5.9%	20.9%	x	x	-9.4	x
O=C1NCCN(Cc2ccc(F)cc2)C1=O	x	3.6%	5.6%	x	x	1.7	x
CCC(=O)N1CCCCCC1c1nnc(-c2ccccc2)o1 (stereo unspecified)	-16.9%	-9.4%	-6.4%	-2.4%	-22.7%	17.0	-4.6%
O=C(NC1CC1)c1cc2n(n1)CC(c1ccc3c(c1)OCO3)OC2 (stereo unspecified)	u	-0.7%	u	-2.8%	-28.0%	-7.5	-1.2%
Cn1c(=O)n(C)c2cc(N3CCOCC3)c(NS(=O)(=O)c3ccc(F)cc3)cc21	x	-5.8%	29.7%	x	x	-2.6	x
O=C([C@@H]1C[C@H](Oc2cccnc2)CN1C(=O)Cc1cccc(F)c1)N1CCCC1	-10.3%	-9.1%	-9.8%	-2.0%	1.6%	13.2	-8.1%
COC(=O)C1CCN(S(=O)(=O)c2cc3c4c(c2)C(C)C(=O)N4CCC3)CC1 (stereo unspecified)	x	2.9%	8.3%	x	x	0.6	x
Cc1cccc(OCC(=O)Nc2cccc3cccnc23)c1C	x	-2.5%	2.8%	x	x	27.9	x
Cc1ccc(C(=O)c2oc3ccccc3c2NC(=O)C(C)Oc2ccccc2Cl)cc1 (stereo unspecified)	x	1.9%	-3.3%	x	x	48.3	x
COc1ccccc1-c1nc(C2CC(=O)N(C3CCCCC3)C2)no1 (stereo unspecified)	-23.5%	4.5%	39.3%[activator]	0.0%	u	0.0	i
COc1ccc(CN2C[C@H]3CN(Cc4nccs4)CCN3C2=O)cc1	u	-3.6%[87.6 µM]	24.1%[87.6 µM]	10.7%[172 µM]	-20.4%[172 µM]	9.0	i
O=c1c(-c2cccc(C(F)(F)F)c2)ccc2n1C[C@H]1C[C@@H]2CN(S(=O)(=O)c2ccccc2)C1	-12.2%	2.3%	-1.3%	2.9%	-15.0%	7.1	-4.0%
Cc1ccc(Cn2c(=O)n(CCc3ccccc3)c(=O)c3c(C)c(C)sc32)cc1	x	-15.6%	-1.1%	x	x	-3.3	x
COc1ccc(CNC(=O)c2cccn2-c2nnc(N3CCCC3)s2)c(OC)c1	x	-7.9%	32.7%[activator]	x	x	9.0	x
COc1ccc2[nH]c3c(-c4cccc5ccccc45)nccc3c2c1	x	-29.2%	x	x	x	5.8	i
O=C(N[C@@H]1CCN(C(=O)CCCn2cccn2)C[C@H]1O)c1ccccn1	4.1%	0.7%	0.1%	-6.6%	3.6%	-8.6	-2.1%
COc1ccc(-c2cn3c(n2)CO[C@@H](CNC(=O)CCC(=O)O)C3)cc1	i	2.4%[87.6 µM]	u	-6.2%[172 µM]	i	-5.0	1.3%[88.5 µM]
Fc1ccc(Nc2nc(-c3ccccc3)no2)cc1	u	-6.7%	79.7%[activator]	3.16µM*	u	-1.5	i
CCOC(=O)N1CCN(S(=O)(=O)N2CCCC(C(=O)NCc3ccc(OC)cc3OC)C2)CC1 (stereo unspecified)	x	2.4%	u	x	x	16.1	x
Cc1ccc(NC(=O)c2cc(S(=O)(=O)N3CCCc4ccccc43)ccc2F)cc1F	x	-1.2%	-18.7%	x	x	-29.3*	x
CCCOc1ccc(Oc2nc(NCC(C)C)nc(N3CCOCC3)n2)nn1	x	7.4%	5.9%	x	x	-9.7	x
CCCCOc1ccccc1C(=O)N(Cc1sccc1C)C1CCS(=O)(=O)C1 (stereo unspecified)	x	-25.9%	-19.8%	x	x	4.6	x
O=C(NC1CCCCCC1)c1ccc2nc(-c3ccncc3)oc2c1	-23.6%	-1.7%	36.6%[activator]	x	-24.9%	17.3	u
CC(=O)N[C@@H](CO)C(=O)N[C@@H](CC(=O)O)C(=O)N[C@@H](CCCCN)C(=O)N1CCC[C@H]1C(=O)O	x	6.6%[23.9 µM]	-8.9%[25.6 µM]	x	x	-3.2	i
COCCCNC(=O)CCCN1C(=O)CCn2nc(-c3cccn3C)cc21	x	6.9%	36.4%[activator]	x	x	13.9	x
Cc1ccc2c(c1)-c1c(cnc3cc(-c4ccccc4)nn13)CO2	x	-0.1%	24.6%	x	x	4.0	x
Cc1nccn1C1(C(=O)O)CCN(Cc2ccccc2F)CC1	0.5%	-8.5%	-19.3%	-2.9%	1.6%	0.5	i
CNC(=O)c1nc2cccnc2n(CCOC)c1=O	-10.2%[138 µM]	-2.8%[87.6 µM]	-15.8%[87.6 µM]	x	i	0.0	i
CN(C)CCN(C)[C@@H]1[C@H](O)[C@H](CO)O[C@@H]1CNCc1cccc(Cl)c1	i	-11.4%	-22.7%	-1.8%	2.9%	16.3	-17.0%

These rows are one share of the data; the hit share may differ from the screen's.
